# MEP2 TOR yeast: modulators of TOR pathway MEP2-GFP in S. cerevisiae | AID 2016 | actives 0.51% (n = 330,000) | GFP response vs DMSO, % at 10 µM | S. cerevisiae MEP2-GFP strain, flow cytometry GFP, 3 h; 100% = DMSO control level;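 active = GFP response versus DMSO above a set limit, roughly screen mean plus 3 SD, cut at about 180% in these data; inconclusive = fewer than 70 cells counted for a yeast strain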;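 note: median GFP fluorescence of the barcode-gated MEP2-GFP cells per well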
# procasp7 counter: counter-screen for procaspase-3 activators: activators of human procaspase-7. recombinant procaspase-7, Ac-DEVD-pNA absorbance 405 nm; D23A/D198A/D206A triple mutant, cannot self-cleave; scale: DMSO 0, 5 µM enzyme 100. activation, % at 8.5 µM. actives 0.093% (n = 330,000). AID 463210;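 active = percent activation above the screen-wide mean plus 3 SD, cut at about 25% in these data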
# Target sequence (P55210 whole entry D23A/D198A/D206A): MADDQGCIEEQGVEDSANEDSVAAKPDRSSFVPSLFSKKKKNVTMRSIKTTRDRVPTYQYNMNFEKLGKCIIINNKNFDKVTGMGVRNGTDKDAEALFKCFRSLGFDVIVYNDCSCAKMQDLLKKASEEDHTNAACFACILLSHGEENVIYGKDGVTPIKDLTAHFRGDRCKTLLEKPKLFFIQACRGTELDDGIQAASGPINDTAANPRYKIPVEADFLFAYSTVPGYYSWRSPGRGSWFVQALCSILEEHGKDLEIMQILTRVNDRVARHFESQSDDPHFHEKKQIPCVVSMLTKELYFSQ
#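 Test system: Procaspase-7 triple mutant (PC-7 D3A). Also added: Ac-DEVD-pNA substrate, 400 µM as added. Schedule: 1 h enzyme–compound preincubation and 2 h substrate reaction, both 25 °C. Signal: p-Nitroaniline absorbance at 405 nm, read at 0 and 120 min. Control set: low DMSO alone, high DMSO plus 5 µM PC-7.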
# proCasp3 act: activates human procaspase-3 | P42574 | recombinant procaspase-3 D3A, Ac-DEVD-pNA absorbance 405 nm | actives 0.11% (n = 330,000) | AID 463141 | activation, % at 8.5 µM;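 active = activation above the mean of all tested compounds plus 3 SD, cut at about 21% in these data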;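 note: 0% = DMSO alone and 100% = DMSO wells spiked with extra 5 µM PC-3 D3A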
# Target sequence (P42574 whole entry D9A/D28A/D175A): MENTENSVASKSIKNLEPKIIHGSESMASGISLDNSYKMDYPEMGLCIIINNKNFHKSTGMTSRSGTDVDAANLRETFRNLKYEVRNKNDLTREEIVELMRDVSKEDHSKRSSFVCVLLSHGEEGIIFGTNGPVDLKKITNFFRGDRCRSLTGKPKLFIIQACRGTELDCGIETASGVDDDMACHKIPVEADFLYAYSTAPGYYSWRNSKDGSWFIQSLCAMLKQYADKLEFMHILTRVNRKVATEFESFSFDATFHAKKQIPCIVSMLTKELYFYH
#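 Test system: Procaspase-3 D3A mutant; medium: Zinc-free HEPES/NaCl buffer with 0.01% Triton X-100 at pH 7.4; reagent: DEVD-pNA substrate; doses: one concentration, 8.5 µM nominal, 0.8% DMSO; times: 1 h preincubation plus 2 h reaction at 25 °C; signal: Epi-absorbance at 405 nm of released p-nitroaniline, 0 and 120 min; replicates: singlicate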
# RPL19A TOR yeast: modulators of TOR pathway RPL19A-GFP in S. cerevisiae. S. cerevisiae RPL19A-GFP strain, flow cytometry, 3 h; active compounds read low. percent response vs DMSO, % at 10 µM. actives 0.3% (n = 330,000);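 active = percent response vs DMSO below 50%; inconclusive = fewer than 70 events counted for the yeast strain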;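 note: median channel GFP fluorescence of the barcoded RPL19A-GFP strain; ratio of sample median GFP to plate DMSO average so 100% = DMSO; lower means less RPL19A-GFP as with rapamycin TOR inhibition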
# AHR activator: activators of human aryl hydrocarbon receptor | AHR-responsive luciferase reporter cells, luminescence | activation, % at 5 µM | actives 2.5% (n = 320,000) | AID 2796; in the data active = activation above about 47%;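 note: 0% = vehicle wells and 100% = reference agonist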
# LAP4-GFP MLPCN: modulators of TOR pathway LAP4-GFP in S. cerevisiae; S. cerevisiae LAP4-GFP multiplex, flow cytometry GFP, 3 h; median GFP as percent of DMSO wells; GFP response vs DMSO, % at 10 µM; actives 0.34% (n = 320,000); AID 2023;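 active = GFP response vs DMSO above a set limit, about the screen mean plus 3 SD, cut at about 150% in these data; inconclusive = under 70 cell events counted for the yeast strain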
# JMJD2C inh: human JMJD2C demethylase inhibition. Q9H3R0. GST-JMJD2C(1-420) H3K9me3 demethylation, DELFIA europium. inhibition, % at 2.35 µM. actives 0.069% (n = 330,000). AID 2099;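 active = more than half of a compound's replicate wells show inhibition beyond 50%, single wells judged on their own value; inconclusive = some, but no more than half, of replicates pass 50% inhibition; inactive = no replicate passes 50% inhibition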;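 note: signal counts dimethyl H3K9 product captured on neutravidin plate; 0% = median of DMSO wells and 100% = 0.3 times that DMSO median; strong numbers were not always called active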
# Target sequence (Q9H3R0 1-420 limits assumed): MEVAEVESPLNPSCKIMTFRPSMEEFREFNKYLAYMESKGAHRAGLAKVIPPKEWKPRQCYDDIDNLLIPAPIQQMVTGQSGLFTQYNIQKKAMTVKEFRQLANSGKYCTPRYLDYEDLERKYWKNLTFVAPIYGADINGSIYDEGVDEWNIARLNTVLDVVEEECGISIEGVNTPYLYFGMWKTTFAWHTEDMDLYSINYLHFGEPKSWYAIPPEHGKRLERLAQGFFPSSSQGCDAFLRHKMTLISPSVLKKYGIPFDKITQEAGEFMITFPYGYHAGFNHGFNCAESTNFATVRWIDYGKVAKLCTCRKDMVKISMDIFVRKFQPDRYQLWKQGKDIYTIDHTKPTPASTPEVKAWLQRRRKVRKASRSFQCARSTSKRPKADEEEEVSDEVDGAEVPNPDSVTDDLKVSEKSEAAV
# CR mimetic SO: caloric restriction mimetics inhibiting age-related superoxide in yeast; S. cerevisiae aged cells, superoxide DHE fluorescence; active compounds read low; superoxide response (% of plate mean), % at 10 µM; actives 0.18% (n = 330,000); AID 2690;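 active = superoxide response under a set limit, about three screen SD below normal, cut at about 65% in these data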;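 note: yeast aged for seven days with compound at 30 °C before DHE staining; 100% = average MFI of all compound-treated wells on the plate with controls excluded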
# Starred values were filed as active, the others as inactive; ? = inconclusive; / = not tested or not shown; & = joins results of further samples; [ ] = remark or other dose.
1) Cc1ccc(C(=O)Nc2ccc(Cl)cc2C(F)(F)F)c(Cl)c1
2) Cn1c(-c2ccsc2)c(-c2cccs2)c2cc(-c3cccc4[nH]ccc34)ccc21
3) O=C(NCC1(N2CCCCC2)CCCCC1)c1ccc(NS(=O)(=O)c2ccccc2)cc1
4) O=C(NCc1ccncc1)c1ccc2nc(Cc3ccccc3F)oc2c1
5) Cc1coc2cc3oc(=O)c(CC(=O)N[C@@H](CC(C)C)C(=O)O)c(C)c3cc12
6) CCOC(=O)C1(CCCc2ccccc2)CCN(C(=O)[C@@H]2C[C@@H](C)NC(=S)N2)CC1
7) CCCn1c(CN2CCN(C(=O)OCC)CC2)nc2cc(NC(=O)CC)ccc21
8) CCN1CCN(c2ccc(NC(=O)c3ccc4c(c3)[nH]c(=O)n4Cc3ccc(F)cc3)cc2)CC1
entry no.	1	2	3	4	5	6	7	8
MEP2 TOR yeast	94	95	108	115	105	104	86	97
JMJD2C inh	5	0	-21	3	6	8	-7	0
RPL19A TOR yeast	99	96	106	116	103	89	99	98
AHR activator	-2	112*	0	22	0	0	-1	1
procasp7 counter	10	2	-3	3	-2	8	9	-7
LAP4-GFP MLPCN	96	96	115	95	90	103	91	98
proCasp3 act	0	16	0	-1	4	-2	1	-5
CR mimetic SO	96	106	102	99	95	104	93	96

9) Cc1ccc2c(c1)cc(CN(C(=O)N1CCOCC1)C1CCCC1)c1nnnn12
10) COC(=O)COc1ccc(S(=O)(=O)Nc2ccc3c(c2)OCCO3)cc1Cl
11) Nc1ccn(-c2ncc(C(F)(F)F)cc2Cl)c(=O)n1
12) Cc1ccc2c(c1)C(c1ccncc1)=NNC(c1ccccc1)=N2
13) CCCCCCSc1nc(O)c(C2OC(=O)c3c2ccc(OC)c3OC)c(=O)n1-c1ccccc1 (stereo unspecified)
14) Cc1cccc(N2CCN(C(=O)CNC(=O)c3ccccc3)CC2)c1C
15) Cc1cccc(-c2sc(Nc3ccccc3)n[n+]2-c2ccc(F)cc2)c1
16) CCn1c(Cc2ccc(OC)cc2)nnc1SCC(=O)Nc1nc2ccccc2s1
entry no.	9	10	11	12	13	14	15	16
MEP2 TOR yeast	101	105	110	95	103	82	88	81
JMJD2C inh	12	-6	-10	0	-10	5	5	10&-2
RPL19A TOR yeast	97	110	108	91	101	92	95	83
AHR activator	0	3	1	0	-3	1	3	5
procasp7 counter	2	12	-3	5	-3	2	-11	9
LAP4-GFP MLPCN	95	111	112	93	101	92	113	87
proCasp3 act	2	-2	1	-2	-7	2	4	4
CR mimetic SO	105	84	101	105	85	96	107	98

# Brought forward from above: three entries; new compounds follow.
14) Cc1cccc(N2CCN(C(=O)CNC(=O)c3ccccc3)CC2)c1C
15) Cc1cccc(-c2sc(Nc3ccccc3)n[n+]2-c2ccc(F)cc2)c1
16) CCn1c(Cc2ccc(OC)cc2)nnc1SCC(=O)Nc1nc2ccccc2s1
17) CCN(CC)S(=O)(=O)c1cc(NC(=O)CCc2c(C)noc2C)ccc1C
18) COc1ccc(CC2S/C(=N/N=C/c3ccccc3O)NC2=O)cc1 (stereo unspecified)
19) CCNc1ccc(Br)cc(C(=O)/C=C/c2ccc(Cl)cc2)c1=O
20) CCC(=O)N1CCN(c2ccccc2NC(=O)COc2ccccc2Cl)CC1
21) O=C(NCc1ccco1)c1ccc2c(c1)C(=O)c1ccccc1-2
22) COc1ccc(-c2csc(NC(=O)CSc3n[nH]c(C)n3)n2)cc1
23) COC(=O)c1ccccc1OCCN1CCCCCC1
24) CCOC(=O)C1CCCN(C(=O)CCc2nc3sc4c(c3c(=O)[nH]2)CCCC4)C1 (stereo unspecified)
entry no.	14	15	16	17	18	19	20	21	22	23	24
MEP2 TOR yeast	82	88	81	102	101	102	107	103	104	104	99
JMJD2C inh	5	5	10&-2	-6	10	-10	1	-1	8	4	1
RPL19A TOR yeast	92	95	83	102	101	102	99	101	100	107	95
AHR activator	1	3	5	3	2	17	68*	1	12	0	3
procasp7 counter	2	-11	9	3	0	-18	4	-17	5	5	-4
LAP4-GFP MLPCN	92	113	87	94	112	106	109	108	92	90	94
proCasp3 act	2	4	4	-1	-2	-6	1	-7	8	0	-1
CR mimetic SO	96	107	98	144	110	89	113	85	102	94	93

# Only RPL19A TOR yeast (three entries from above):
no.	mol	RPL19A TOR yeast
24	CCOC(=O)C1CCCN(C(=O)CCc2nc3sc4c(c3c(=O)[nH]2)CCCC4)C1 (stereo unspecified)	95
18	COc1ccc(CC2S/C(=N/N=C/c3ccccc3O)NC2=O)cc1 (stereo unspecified)	101
23	COC(=O)c1ccccc1OCCN1CCCCCC1	107

# The results go on.
25) CCc1nc(SCC(=O)NCCc2ccccc2)n[nH]1
26) C=CCNC(=S)NNC(=O)C(CCCC)CC(C)(C)O (stereo unspecified)
27) COc1ccc(NS(=O)(=O)c2cccc(C(=O)N/N=C/c3cn(-c4ccccc4)nc3-c3ccccc3)c2)cc1
28) COc1ccc(C2=CC3=C(Br)C(=O)C(C)(OC(=O)c4cccs4)C(=O)C3=CO2)cc1 (stereo unspecified)
29) COc1ccc(C(=O)NCc2ccc(Cl)c(Cl)c2)cc1OC
30) NC(=O)c1ccsc1NC(=O)COC(=O)c1cccnc1Cl
31) CCCCCN1C2=NCCN2c2ccccc21
32) O=C(Nc1nccs1)c1c(O)c2cccc3c2n(c1=O)CCC3
entry no.	25	26	27	28	29	30	31	32
MEP2 TOR yeast	?	102	98	159[may fluoresce violet]	103	98	108	92
JMJD2C inh	0	-6	-9	4	-9	-4	-3	9
RPL19A TOR yeast	?	101	99	65[may fluoresce violet]	99	94	101	94
AHR activator	-3	2	-2	2	2	0	5	29
procasp7 counter	-3	3	-2	-11	8	5	-3	3
LAP4-GFP MLPCN	?	91	103	141[may fluoresce violet]	105	112	101	94
proCasp3 act	0	-6	12	5	10	9	3	6
CR mimetic SO	76	107	113	105	94	96	106	96

33) Cc1nn(-c2ccccc2)c(C)c1NC(=O)COc1ccc(F)cc1Cl
34) CN(C)CCCNc1oc(/C=C/c2cccs2)nc1S(=O)(=O)c1ccccc1
35) CCOc1ccc(C(c2c(C)n(C)n(-c3ccccc3)c2=O)c2c(C)n(C)n(-c3ccccc3)c2=O)c(O)c1
36) Cc1ccc(NC(=O)C(C)OC(=O)CCNS(=O)(=O)c2ccc(C)cc2)cc1 (stereo unspecified)
37) COc1ccc(/C=N\NC(=O)c2ccccc2F)cc1COc1ccc(F)cc1
38) NC(=O)C1CCN(C(=O)COc2ccc3c4c(c(=O)oc3c2)CCC4)CC1
39) O=C(Nc1cccc(Cl)c1)N1CCN(C/C=C/c2ccccc2)CC1
40) O=C(COC(=O)c1ccc(S(=O)(=O)N2CCCC2)cc1)Nc1ccc(F)cc1F
entry no.	33	34	35	36	37	38	39	40
MEP2 TOR yeast	100	112	93	99	88	106	104	94
JMJD2C inh	7	-7	9	-5	-19	4	-2	-14
RPL19A TOR yeast	112	107	96	102	94	94	102	96
AHR activator	-7	11	-1	-1	31	-1	2	1
procasp7 counter	0	-7	-4	15	5	-2	2	-3
LAP4-GFP MLPCN	105	91	97	92	87	102	96	96
proCasp3 act	-1	-12	10	4	2	8	2	10
CR mimetic SO	96	79	115	106	105	113	107	102

41) COc1ccc(S(=O)(=O)N2CCCCCC2)cc1C(=O)N(C)CCOc1ccc(Cl)cc1
42) O=c1nccc(N/N=C/c2ccccc2O)[nH]1
43) O=C(OCC(=O)c1cccs1)c1ccc([N+](=O)[O-])o1
44) COc1ccc(NC(=S)N(CCCN2CCOCC2)C(C)c2cc3ccccc3o2)cc1 (stereo unspecified)
45) CC(=O)c1ccccc1OCCCN1CCCCC1
46) COc1ccc(C(=O)OCC(=O)N2CCOCC2)cc1S(=O)(=O)N1CCOCC1
47) O=C(CCc1ccccc1)NCCS(=O)(=O)N1CCN(c2ccccc2)CC1
48) COc1ccc(CC(=O)NNC(=O)COc2ccc(Br)cc2C)cc1OC
entry no.	41	42	43	44	45	46	47	48
MEP2 TOR yeast	96	116	96	96	101	94	108	98
JMJD2C inh	-3	-1	3	6	-10	/	-7	-4
RPL19A TOR yeast	100	109	99	96	104	98	93	103
AHR activator	-1	/	3	3	2	1	-3	-1
procasp7 counter	-1	/	-8	-12	2	8	-3	-2
LAP4-GFP MLPCN	103	102	104	90	103	99	103	93
proCasp3 act	12	/	2	-3	2	2	1	-6
CR mimetic SO	98	96	128	96	94	86	106	112

49) COc1ccccc1N(CC(=O)Nc1ccc(Cc2ccncc2)cc1)S(=O)(=O)c1ccccc1
50) CC(=O)c1cccc(NC(=S)NCc2ccccc2)c1
51) CCc1cc[n+](-c2nc3ccccc3nc2C(=C=[N-])C#N)cc1
52) COc1cccc(N2CCN(S(=O)(=O)c3ccc4nc(-c5ccccc5)[nH]c4c3)CC2)c1
53) COc1ccc(C(=O)N2CC3(CC(c4cccc(NC(=O)CC(c5ccccc5)c5ccccc5)c4)=NO3)C[C@H]2C(N)=O)cc1 (stereo partly specified)
54) O=c1cc(N2CCOCC2)[nH]c(=O)n1Cc1ccc(F)cc1
55) O=C1C2C3C=CC(C3)C2C(=O)N1c1cccnc1 (stereo unspecified)
56) O=C(NCC1CCCO1)c1ccc(Br)s1 (stereo unspecified)
entry no.	49	50	51	52	53	54	55	56
MEP2 TOR yeast	104	113	110	277*[may fluoresce violet]	98	105	103	103
JMJD2C inh	-17	3	-2	-5	5	0	10	11
RPL19A TOR yeast	98	106	106	/	97	99	94	104
AHR activator	29	-2	2	19	1	-1	-1	-6
procasp7 counter	8	9	9	3	-1	0	2	1
LAP4-GFP MLPCN	89	97	98	90[may fluoresce violet]	125	98	94	92
proCasp3 act	0	-2	8	0	-2	3	0	3
CR mimetic SO	100	94	103	78	94	110	131	101

57) Cc1cccc(OCc2nnc(SCC(=O)Nc3sc(C)c(C)c3C#N)n2C)c1
58) COc1ccc(C)cc1S(=O)(=O)Nc1ccncc1
59) CCCCNC(=O)N1CCCC(C(=O)c2cc(C)c(OC)c(C)c2)C1 (stereo unspecified)
60) COc1cccc(Nc2nc3ccc(OC)cc3s2)c1
61) CCOC(=O)c1sc(NC(=O)CSc2nnnn2-c2ccc(C)c(C)c2)nc1C
62) CC#CC(=O)N1CCCC(C(=O)c2ccc(SC)cc2)C1 (stereo unspecified)
entry no.	57	58	59	60	61	62
MEP2 TOR yeast	105	105	111	99	103	111
JMJD2C inh	1	6	-4	1	-1	6
RPL19A TOR yeast	99	104	110	97	99	105
AHR activator	3	-1	7	8	3	13
procasp7 counter	0	1	-2	-5	8	6
LAP4-GFP MLPCN	95	100	102	116	103	96
proCasp3 act	0	-10	-5	2	1	0
CR mimetic SO	106	73	105	86	102	93
